FadD28 FP inh = inhibitors of FadD28 bisubstrate probe binding, primary screen, biochemical, fluorescence polarization, single point; Mycobacterium tuberculosis FadD28 fatty-acid-AMP ligase; hit rate 0.22% among 360,000; inhibition, % at 12.5 µM; in the data active = inhibition above about 8.5%, passing the limit was not always enough; inconclusive = no clear call, values can overlap the other calls
PrPC surface inh = inhibitors of human cell surface prion protein PrPC, primary screen, cell-based, TR-FRET; TR-FRET read-out; hit rate 0.43% among 370,000; AID 720596, 2013; inhibition, % at 13.8 µM; in the data active = inhibition above about 24%; also: 0% = median of the test wells and 100% = reference compound wells
TcdB GH inh = TcdB glycohydrolase inhibitors, primary screen, biochemical, single point, plate reader; Toxin B (Clostridioides difficile), P18177; TcdB glycohydrolase enzymatic assay; inhibition, % at 9.99 µM; hit rate 0.24% among 350,000; AID 652162, 2013; in the data active = inhibition above about 10%
PfHsp40 yeast = rescue of yeast from PfHsp40 toxicity, primary screen, S. cerevisiae, ATP luminescence. S. cerevisiae expressing PfHsp40, growth rescue. growth rescue, % at 12.5 µM. hit rate 0.68% among 340,000. AID 504582, 2011; in the data active = growth rescue above about 28%, passing the limit was not always enough; inconclusive = no clear call, values can overlap the other calls;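 also: yeast W303a lacking pdr1 and pdr3 grown in galactose medium; growth measured after three days at 30 °C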
Anthrax LF inh2 = Bacillus anthracis LF protease inhibitors, primary screen, biochemical, multiplex microsphere, MLPCN library | Lethal factor (Bacillus anthracis), P15917 | multiplex microsphere protease cleavage assay | inhibition, % at 10 µM | hit rate 0.12% among 360,000; also: plate controls were buffer without enzyme for full effect and enzyme alone for no effect
Target sequence (P15917 whole entry, looked up): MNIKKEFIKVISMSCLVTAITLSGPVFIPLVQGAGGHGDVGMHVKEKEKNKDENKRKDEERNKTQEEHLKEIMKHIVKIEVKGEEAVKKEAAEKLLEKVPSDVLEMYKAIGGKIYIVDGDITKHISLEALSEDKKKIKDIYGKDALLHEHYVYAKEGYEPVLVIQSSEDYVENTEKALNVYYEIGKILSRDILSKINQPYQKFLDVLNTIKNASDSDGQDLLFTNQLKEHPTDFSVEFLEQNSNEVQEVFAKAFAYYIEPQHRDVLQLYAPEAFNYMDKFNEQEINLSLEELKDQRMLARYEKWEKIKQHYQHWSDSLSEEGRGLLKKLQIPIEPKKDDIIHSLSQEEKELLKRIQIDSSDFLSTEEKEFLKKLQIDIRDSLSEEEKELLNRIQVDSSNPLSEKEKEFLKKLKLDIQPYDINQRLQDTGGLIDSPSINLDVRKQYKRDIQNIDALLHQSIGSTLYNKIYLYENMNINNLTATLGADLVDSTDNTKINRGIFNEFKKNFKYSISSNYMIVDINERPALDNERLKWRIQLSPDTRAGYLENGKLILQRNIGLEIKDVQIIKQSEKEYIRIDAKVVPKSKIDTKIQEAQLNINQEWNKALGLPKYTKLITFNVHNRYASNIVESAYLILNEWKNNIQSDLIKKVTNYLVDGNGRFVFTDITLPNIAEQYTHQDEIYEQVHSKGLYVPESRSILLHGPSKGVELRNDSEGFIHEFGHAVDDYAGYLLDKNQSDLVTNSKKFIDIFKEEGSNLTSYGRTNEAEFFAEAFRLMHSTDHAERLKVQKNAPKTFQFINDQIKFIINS
Y pestis TopoI = Yersinia pestis topoisomerase I inhibitors, primary screen, biochemical, cleavage product accumulation, plate reader, single point; DNA topoisomerase I (Yersinia pestis CO92); Y. pestis Topo-I cleavage product accumulation; activity, % at 10 µM; hit rate 0.064% among 360,000; AID 504884, 2011; in the data active = activity above about 50%, passing the limit was not always enough; inconclusive = no clear call, values can overlap the other calls; also: inactives centre near 2
BoNT-A LC inh2 = BoNT/A light chain protease inhibitors, primary screen, biochemical, flow cytometry, MLPCN library; multiplex microsphere protease substrate cleavage; inhibition, % at 10 µM; hit rate 0.17% among 360,000; AID 588499, 2011; also: plate controls were buffer without enzyme for full effect and enzyme alone for no effect
CCHFV vOTU inh = CCHFV vOTU protease inhibitors, primary screen, biochemical, Pep-AMC substrate, fluorescence | Crimean-Congo hemorrhagic fever virus L polyprotein viral ovarian tumor (vOTU) protease … | inhibition, % at 11.5 µM | hit rate 0.55% among 370,000; in the data active = inhibition above about 30%; also: 0% = vehicle wells with enzyme and 100% = no enzyme wells
BoNT-F LC inh = BoNT/F light chain protease inhibitors, primary screen, biochemical, flow cytometry, MLPCN library | Botulinum neurotoxin type F light chain protease (Clostridium botulinum) | Multiplex microsphere protease cleavage assay | inhibition, % at 10 µM | hit rate 0.22% among 360,000; in the data active = inhibition above about 35%, passing the limit was not always enough; inconclusive = no clear call, values can overlap the other calls; also: plate controls were buffer without enzyme for full effect and enzyme alone for no effect
* hit, by the source's call; ? = inconclusive; · = no result given. Rule as the data show it, unless noted: active = inhibition above about 30%; inconclusive = no clear call, values can overlap the other calls; inactive = below that. No enrichment for hits; any-hit rate near 2.3%.

SMILES | FadD28 FP inh | PrPC surface inh | TcdB GH inh | PfHsp40 yeast | Anthrax LF inh2 | Y pestis TopoI | BoNT-A LC inh2 | CCHFV vOTU inh | BoNT-F LC inh
O=C(NC(=S)NC12CC3CC(CC(C3)C1)C2)c1ccc(F)cc1 | 0.3 | 4.4 | 0.5 | · | 3.0 | -5.5 | 0.1 | -10.0 | -8.1
Cc1cc(F)ccc1NC(=O)Nc1ccc2c(c1)OCO2 | -1.6 | -5.7 | 0.7 | 0.3 | 1.4 | 5.8 | -0.7 | 6.3 | 5.4
CCOC(=O)N1CCN(CCC(=O)Nc2cc(C)ccc2C)CC1 | -3.6 | -2.8 | 0.3 | 0.1 | -14.2 | 1.0 | 1.7 | -4.3 | 8.9
CSCC[C@@H](CO)NC(=O)[C@H]1O[C@@H](n2ccc(N)nc2=O)[C@H](O)[C@@H]1O | -0.9 | 1.8 | 0.6 | · | 0.8 | · | -0.7 | -3.6 | -0.9
Cc1c(NC(=O)COC(=O)C(c2ccc(Cl)cc2)C(C)C)c(=O)n(-c2ccccc2)n1C (stereo not given) | -1.1 | 10.2 | · | 1.0 | 1.0 | 22.1 | -0.2 | 7.3 | -2.4
CCOc1cccc(C2C(C(=O)c3ccco3)=C(O)C(=O)N2c2nnc(C)s2)c1 (stereo not given) | -3.1 | 4.9 | 1.0 | -0.4 | -0.9 | -5.6 | -0.2 | 7.5 | 4.7
NC(=O)CSc1nnc(-c2ccccn2)n1N | 0.7 | 8.3 | 0.3 | -0.6 | -0.5 | -5.1 | -0.2 | -2.0 | -3.8
Cc1cc(C(=O)N=Nc2c(O)n(C(C)C)c3ccccc23)n[nH]1 | -0.7 | -30.5 | · | 0.4 | -0.1 | -7.3 | 0.7 | 12.7 | 0.8
CCCOC(=O)c1ccc(NC(=O)c2ccoc2C)cc1 | 1.5 | 11.4 | · | -1.1 | 1.6 | 0.3 | -0.9 | 9.6 | 0.7
Cc1ccc(C(=O)N2C(=O)C(c3ccccc3)Oc3ccccc32)cc1 (stereo not given) | 1.4 | 4.0 | 2.5 | 110.1* | -4.0 | 1.4 | 3.3 | 5.0 | ?
CS(=O)(=O)CC(=O)Nc1ccc2nc3n(c(=O)c2c1)CCCCC3 | -0.1 | 4.3 | 0.6 | 0.3 | -1.4 | -4.1 | 0.5 | -7.1 | 1.1
CCOC(=O)Cc1ncccc1C(=O)Nc1ccc(Oc2ccccc2)cc1 | 0.9 | -0.8 | -2.7 | 0.6 | -23.0 | 2.8 | -0.5 | -7.2 | -13.1
C#CCNC(=O)c1csc([C@@H]2O[C@H](CO)[C@@H](O)[C@H]2O)n1 | 0.2 | 4.4 | 0.2 | · | -2.3 | 10.5 | -0.5 | -1.6 | 1.4
Cc1csc(NC(=O)CCCNC(=O)c2ccc(Cl)cc2)n1 | -2.2 | 4.6 | -1.6 | -0.6 | · | -11.5 | · | 1.5 | ·
COc1cccc(NC(=O)Cn2nnc(-c3ccccc3N)n2)c1 | 14.7* | 5.0 | · | 0.3 | -7.0 | -6.9 | 0.3 | -10.9 | -7.8
COc1ccc(C(=O)C(=NNc2ccccc2)c2ccc(OC)cc2)cc1 | -0.6 | -6.4 | 0.9 | -0.8 | 1.9 | 3.3 | -0.4 | 8.6 | -12.1
COc1ccc(-c2nc3c(-c4ccc(Cl)cc4)cnn3cc2C)cc1F | -3.9 | -4.0 | 0.7 | -0.8 | -2.5 | 8.7 | -0.3 | -9.6 | 0.3
OC(CN1C2=NCCCN2c2ccccc21)c1ccc(Br)cc1 (stereo not given) | -4.1 | -7.8 | · | -0.5 | 1.0 | 2.1 | 0.2 | 3.8 | 4.1
Cc1c(NC(=O)C(C)OC(=O)c2cc3c4ccccc4n(C)c3s2)c(=O)n(-c2ccccc2)n1C (stereo not given) | 0.4 | 4.0 | · | 0.4 | 0.1 | -4.2 | 0.5 | -1.7 | -16.8
Cc1ccc(C(=O)CC2SC(N)=NC2=O)cc1 (stereo not given) | -3.4 | -1.2 | 1.2 | 0.5 | -3.4 | 0.6 | -0.2 | -4.0 | 6.6

Five entries from above, with two lines to a compound.
Order of results – FadD28 FP inh	PrPC surface inh	TcdB GH inh	PfHsp40 yeast	Anthrax LF inh2	Y pestis TopoI	BoNT-A LC inh2	CCHFV vOTU inh	BoNT-F LC inh
> NC(=O)CSc1nnc(-c2ccccn2)n1N
 : 0.7	8.3	0.3	-0.6	-0.5	-5.1	-0.2	-2.0	-3.8
> Cc1cc(C(=O)N=Nc2c(O)n(C(C)C)c3ccccc23)n[nH]1
 : -0.7	-30.5	·	0.4	-0.1	-7.3	0.7	12.7	0.8
> CCCOC(=O)c1ccc(NC(=O)c2ccoc2C)cc1
 : 1.5	11.4	·	-1.1	1.6	0.3	-0.9	9.6	0.7
> Cc1ccc(C(=O)N2C(=O)C(c3ccccc3)Oc3ccccc32)cc1 (stereo not given)
 : 1.4	4.0	2.5	110.1*	-4.0	1.4	3.3	5.0	?
> CS(=O)(=O)CC(=O)Nc1ccc2nc3n(c(=O)c2c1)CCCCC3
 : -0.1	4.3	0.6	0.3	-1.4	-4.1	0.5	-7.1	1.1

(cont.)
SMILES | FadD28 FP inh | PrPC surface inh | TcdB GH inh | PfHsp40 yeast | Anthrax LF inh2 | Y pestis TopoI | BoNT-A LC inh2 | CCHFV vOTU inh | BoNT-F LC inh
C=C(C)C1Cc2c(C)nn(-c3cccc4ccccc34)c2C1 (stereo not given) | -4.7 | 1.3 | · | 1.4 | -4.7 | 38.2 | -0.7 | -1.3 | 2.7
COc1cccc(CCNC(=O)c2cccc(NC(=O)C3=C(C)OCCS3)c2)c1 | -0.7 | 5.1 | -2.0 | -0.4 | -2.3 | 9.3 | -2.2 | 9.6 | -4.6
CCOc1ccc(NC(C)c2cc(Cl)ccc2O)cc1 (stereo not given) | -0.2 | 10.9 | · | -0.3 | -7.5 | -7.5 | 0.0 | 3.3 | ?
COc1cc(C(=O)NCc2nnc(SCC(=O)NCc3ccccc3)o2)cc(OC)c1OC | 0.2 | 0.1 | · | 0.1 | -5.4 | -1.8 | 1.1 | 6.1 | 18.4
O=c1cc(O)nc(SCc2ccc(Cl)cc2)[nH]1 | -2.2 | -3.4 | · | -0.9 | -4.4 | -5.3 | -0.6 | -6.7 | -6.5
O=C1NCCOC(=O)[C@H](Cc2ccc(F)cc2)C/C=C\C[C@H]1CC(=O)N(CCO)Cc1ccccc1 | -2.4 | 0.9 | 0.5 | -0.7 | -6.3 | 21.8 | 0.0 | -2.8 | 0.7
O=C(Nc1nccs1)c1ccc(-c2ccc([N+](=O)[O-])cc2)o1 | 0.0 | -13.4 | 2.7 | 0.3 | 2.8 | -2.5 | 0.6 | 0.9 | 0.0
O=C(COC(=O)CN1C(=O)C2CCCCC2C1=O)NCc1ccc(Cl)cc1Cl (stereo not given) | -2.5 | 9.3 | 2.4 | 0.3 | 1.8 | 19.8 | 0.1 | -13.8 | -5.6
Cc1cccc(C)c1NC(=O)Nc1ccc2c(c1)OCO2 | -0.8 | 0.8 | 0.2 | -0.5 | -1.8 | 5.7 | 0.2 | 6.3 | 0.9
COc1cc(NC(=O)C2CCCO2)c(OC)cc1NC(=O)c1ccccc1 (stereo not given) | -1.2 | -4.9 | · | -0.2 | 2.3 | -10.7 | 4.1 | 5.1 | 0.6
CC[C@](C)(O)c1cc2ccccc2c(=O)o1 | 0.3 | 4.7 | 1.4 | -0.8 | -6.8 | 0.4 | -0.3 | 3.5 | -6.8
Cc1cccn2c(=O)c(/C=C(\C#N)S(=O)(=O)c3ccccc3)c(N3CCN(c4ccccc4)CC3)nc12 | 0.3 | -2.6 | 0.7 | 0.6 | -16.6 | 6.3 | -43.2 | 9.3 | -83.3
Cc1ccc(OCC(=O)OCC(=O)c2ccccc2)cc1C | 0.4 | 3.9 | 2.3 | 0.3 | 1.3 | 13.8 | -1.2 | 5.7 | -3.7
COc1ccc(-n2c(CCc3ccccc3)nnc2SCC(=O)NCc2ccccc2)cc1 | -0.7 | -12.9 | · | 1.8 | -0.1 | 20.9 | 0.7 | 10.6 | 12.5
Cc1cc(=O)oc2cc(OCC(=O)N3CCCC3)c(Cl)cc12 | -2.8 | -1.6 | 1.0 | 0.7 | -6.2 | 1.6 | -1.1 | -59.5 | -1.6
CC(=O)NCc1ccc(-c2nc3ccccc3s2)cc1 | -4.2 | 0.0 | 1.1 | 1.7 | -6.5 | 7.9 | -0.8 | 0.2 | 0.4
CCn1c(-c2ccccc2)csc1=Nc1ccc(S(=O)(=O)O)cc1 | -1.5 | -0.5 | 0.5 | 0.1 | -2.9 | 5.4 | -0.5 | 6.3 | 2.0
CCC(C)N(C(=O)COC(=O)CSc1ccc([N+](=O)[O-])cc1)C1CCS(=O)(=O)C1 (stereo not given) | -4.4 | -6.4 | 2.8 | -0.3 | -2.9 | 3.9 | 0.8 | 2.0 | 3.7
CN(C)C(=O)CN1C(=O)C2CCCCN2C(=O)c2ccccc21 (stereo not given) | 1.7 | 2.9 | · | -0.2 | 3.0 | -4.7 | 0.2 | 1.9 | -12.9
COc1ccc(/C=C2\Sc3ccc(C(=O)N4CCCC4)cc3N(C)C2=O)cc1OC | -2.5 | · | · | -0.7 | -0.3 | 27.5 | 0.0 | · | 2.3
COc1cccc(NC(=S)N2CCN(c3ccc([N+](=O)[O-])cc3)CC2)c1 | -2.6 | -7.0 | 0.5 | 1.6 | 0.5 | 1.1 | -0.1 | 1.1 | -5.8
C[C@@H]1COC(=O)[C@@H](Cc2ccc(F)cc2)C/C=C\C[C@@H](CC(=O)NCCO)C(=O)N1 | -2.4 | 5.2 | 0.6 | 0.3 | -3.3 | -2.1 | -0.1 | 0.7 | -4.4
CC(C)C[C@H]1CN(CCCC[C@@H]2CNC(=O)C(=O)N2CC2CCCCC2)C(=O)C(=O)N1CCC1CCCCC1 | · | -2.5 | 0.2 | · | 6.6 | · | -0.1 | -4.2 | 2.3
CCc1cccc(OCCn2ccnc2)c1 | -0.5 | 3.2 | · | -0.1 | 0.3 | 4.5 | 0.6 | -2.7 | -3.4
CC(=O)N1N=C(c2cccc([N+](=O)[O-])c2)OC1(C)CC(=O)Nc1ccccc1 (stereo not given) | -0.5 | -14.4 | 0.9 | 1.2 | 0.7 | 1.7 | -0.4 | -1.7 | 0.9
O=C1CC(Nc2ccc(N3CCOCC3)cc2)C(=O)N1Cc1ccccc1 (stereo not given) | 1.8 | -14.5 | · | 1.1 | -3.1 | -1.1 | -1.5 | 19.6 | -7.6
CC1CCCN(C(=S)SCC(=O)c2cc(Br)cc(Br)c2O)C1 (stereo not given) | 3.0 | 4.1 | · | 0.0 | 4.4 | -6.0 | 1.4 | 3.7 | 0.9
Cc1c([N+](=O)[O-])c([N+](=O)[O-])nn1CC(=O)N1CCCCC1 | -0.6 | -4.5 | 0.7 | -0.2 | -3.1 | -5.5 | -0.1 | -7.4 | -0.2
COc1ccc(OC)c(NC(=O)c2ccc(-c3cccs3)cc2)c1 | -1.1 | -10.8 | · | 2.5 | -0.5 | 10.2 | -0.2 | 5.3 | -5.0
O=C(/C=C/c1ccc2c(c1)OCO2)NCCSCc1ccc(Cl)cc1Cl | 4.1 | 1.2 | · | 8.2 | -0.7 | 24.2 | 0.7 | 11.1 | -11.4
Cc1ccc(CN2CC[C@H]3C=CCc4cccc(c43)C2)cc1 | -1.2 | -0.1 | 1.3 | -1.1 | -1.8 | 10.4 | -0.6 | 0.9 | -5.8
COc1ccc(NC(=O)CSc2ncccn2)cc1S(=O)(=O)N1CCCCC1 | -2.2 | -4.2 | -0.6 | -1.0 | -5.0 | 1.9 | -0.2 | 12.0 | -12.2

High-throughput results deposited in PubChem BioAssay by several laboratories.
